CHO-K1 Ca PAM: counter-screen for M1 PAMs: effect in parental CHO-K1 cells; ATP EC20, Fluo-8 calcium fluorescence; 0% at ATP EC20, 100% at ATP max; activation, % at 3 µM; hit rate 0.02% among 360,000; AID 602247;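 active = activation above the run cutoff, the mean activation of all test compounds plus 3 SD, cut at about 40% in these data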;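 note: peak over basal fluorescence ratio in a 140 s read after ATP addition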
M5 antag: blocks acetylcholine activation of human M5 receptor | P08912 | CHO-hM5 cells, Fluo-8 calcium fluorescence, ACh EC80 | inhibition, % at 3 µM | hit rate 0.59% among 360,000 | AID 624040;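 active = inhibition above a per-plate cutoff, the mean of that plate's test compounds plus 3 SD, cut at about 27% in these data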;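 note: 0% = acetylcholine EC80 with DMSO and 100% = DMSO without agonist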
Target sequence (P08912 whole entry, looked up): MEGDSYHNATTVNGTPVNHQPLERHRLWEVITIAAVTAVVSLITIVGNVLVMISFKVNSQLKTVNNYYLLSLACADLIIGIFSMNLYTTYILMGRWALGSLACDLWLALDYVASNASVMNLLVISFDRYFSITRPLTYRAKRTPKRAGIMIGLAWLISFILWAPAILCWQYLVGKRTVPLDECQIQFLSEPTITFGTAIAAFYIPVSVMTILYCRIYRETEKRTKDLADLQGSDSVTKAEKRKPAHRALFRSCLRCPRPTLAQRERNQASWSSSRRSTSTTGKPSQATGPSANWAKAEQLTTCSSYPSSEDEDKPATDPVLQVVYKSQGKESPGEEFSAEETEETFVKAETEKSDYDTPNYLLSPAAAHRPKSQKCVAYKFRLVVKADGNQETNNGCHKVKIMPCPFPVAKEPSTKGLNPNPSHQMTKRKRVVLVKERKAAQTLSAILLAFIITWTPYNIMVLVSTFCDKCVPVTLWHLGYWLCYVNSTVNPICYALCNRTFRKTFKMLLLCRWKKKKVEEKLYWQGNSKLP
M4 PAM: positive allosteric modulators of human muscarinic M4 receptor. CHO-K1 hM4/Gqi5, Fluo-8 calcium fluorescence, ACh EC20; 0% = ACh EC20, 100% = maximal ACh. activation, % at 3 µM. hit rate 0.4% among 360,000;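 active = activation above its plate's cutoff, the mean activation of sample wells plus 3 SD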; note: some results filed as inactive read as strong as hits
Target sequence (P08173 whole entry, looked up): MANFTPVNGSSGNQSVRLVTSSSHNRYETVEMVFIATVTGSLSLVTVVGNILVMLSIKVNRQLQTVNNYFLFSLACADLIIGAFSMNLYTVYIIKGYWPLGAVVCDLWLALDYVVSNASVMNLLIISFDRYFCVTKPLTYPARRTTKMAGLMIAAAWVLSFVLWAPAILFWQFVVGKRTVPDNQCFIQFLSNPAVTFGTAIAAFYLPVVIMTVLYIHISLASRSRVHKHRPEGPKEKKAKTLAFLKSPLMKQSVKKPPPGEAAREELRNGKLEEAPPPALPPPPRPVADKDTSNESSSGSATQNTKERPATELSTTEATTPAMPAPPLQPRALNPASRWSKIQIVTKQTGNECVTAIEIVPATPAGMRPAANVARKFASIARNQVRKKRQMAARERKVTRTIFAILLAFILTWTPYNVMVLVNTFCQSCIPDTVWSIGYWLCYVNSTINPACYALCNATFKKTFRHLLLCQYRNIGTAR
M1 ag parental: nonselective activator or artifact in parental CHO-K1 cells; activation, % at 3 µM; hit rate 0.48% among 360,000; Fluo-8 calcium fluorescence; scaled to maximal ATP response, vehicle zero; in the data active = activation above about 15%;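 note: untransfected CHO-K1 host cells lacking M1 receptor as counterscreen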
CHRM5 agonist: agonists of human muscarinic M5 receptor (CHRM5); P08912; activation, % at 3 µM; AID 624037; hit rate 0.19% among 360,000; CHO-K1 hM5 cells, Fluo-8 calcium fluorescence; 0% DMSO wells, 100% maximal acetylcholine response;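 active = activation above the run's mean over test compounds plus 3 SD, cut at about 23% in these data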;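 note: signal is peak over basal fluorescence ratio across the kinetic read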
M4 antag: blocks acetylcholine activation of human M4 receptor | AID 624125 | hit rate 0.73% among 360,000 | inhibition, % at 3 µM | CHO-hM4 cells, ACh EC80, Fluo-8 calcium fluorescence | P08173;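 active = inhibition above its plate's cutoff, the mean inhibition of sample wells plus 3 SD, cut at about 27% in these data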;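 note: 0% = acetylcholine EC80 with DMSO and 100% = DMSO without agonist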
CHO-K1 Ca antag: nonselective inhibitor or artifact in parental CHO-K1 cells | inhibition, % at 3 µM | ATP-induced calcium, Fluo-8 fluorescence | hit rate 0.6% among 360,000;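 active = inhibition above a per-plate cutoff, the plate's mean sample inhibition plus 3 SD, cut at about 24% in these data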;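 note: 0% = DMSO plus EC80 ATP and 100% = DMSO alone without ATP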
CHRM4 agonist: agonists of human muscarinic M4 receptor (CHRM4); activation, % at 3 µM; P08173; AID 624127; CHO-K1 hM4/Gqi5, Fluo-8 calcium fluorescence; vehicle 0%, full acetylcholine response 100%; hit rate 0.14% among 360,000;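 active = activation above the run mean over all test wells plus 3 SD, cut at about 32% in these data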;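 note: peak over basal fluorescence ratio per well then scaled between controls; 0% = DMSO wells and 100% = acetylcholine at EC100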
M5 PAM: CHRM5 positive allosteric modulation; P08912; CHO-K1 hM5, Fluo-8 calcium, ACh EC20 PAM; 0% = ACh EC20, 100% = ACh EC100; activation, % at 3 µM; hit rate 0.3% among 360,000;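 active = activation above the run cutoff, the mean activation of all test compounds plus 3 SD, cut at about 18% in these data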
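Assay system: CHO-K1 hM5 cells / Incubation: Fluo-8 loading 80 min at 37 °C plus 30 min room temperature / Technique: Fluo-8 calcium dye fluorescence, kinetic read / Repeats: single replicate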
* hit, by the source's call; . = no result given.

SMILES	CHO-K1 Ca PAM	M5 antag	M4 PAM	M1 ag parental	CHRM5 agonist	M4 antag	CHO-K1 Ca antag	CHRM4 agonist	M5 PAM
CCCC(C)NC(=O)COC(=O)c1cccc(NS(C)(=O)=O)c1 (centres undefined)	4	5	15	0.1	-3	-7	-11	1	6
COCCCn1c(=O)c2ccccc2n(CC(=O)NC2CCCCC2)c1=O	15	-1	0	1.6	-3	4	-20	0	2
Cc1ccsc1C(=O)N1CCC1(C)C(=O)NS(=O)(=O)c1cccc(F)c1 (centres undefined)	20	3	-2	0.7	2	12	-13	0	3
COc1cc2[nH]c(=O)n(CCC(=O)NC3CCN(Cc4ccccc4)CC3)c(=O)c2cc1OC	-1	2	7	-0.3	-5	-7	5	0	-8
CSCCC(NC(=O)c1ccc(Cl)cc1)C(=O)OCC(=O)N1CCCC1=O (centres undefined)	-14	-3	-6	-0.7	-1	4	-2	-1	2
CCN(CC)S(=O)(=O)c1ccc(N=Nc2c(N)[nH]c(=O)[nH]c2=O)cc1	22	0	3	0.7	0	2	-15	1	5
COc1ccc(Nc2nnc(SC(C(=O)Nc3cc(C)ccc3C)c3ccccc3)s2)cc1 (centres undefined)	-8	-10	3	1.3	-2	1	12	1	4
CC(C)Nc1nc(NC(C)C)nc(C(N)=O)n1	3	0	1	0.5	0	8	-4	1	2
C#CCOCCOCCOCCNc1nc(N2CCN(C(=O)Cn3cc(CCO)nn3)CC2)nc(N2CCN(C(=O)Cn3cc(CC(C)O)nn3)CC2)n1 (centres undefined)	-6	9	4	0.0	2	-2	-6	1	-1
O=C(CCc1ccccc1)Nc1nnc(-c2ccc3c(c2)OCCO3)o1	-3	3	-8	0.1	-2	-2	-14	1	2
COC(=O)c1ccccc1NC(=S)NC(=O)c1ccccc1F	-10	3	-6	0.0	-2	9	6	0	-1
COc1cc2c(cc1OC)C(C(N)=O)NCC2 (centres undefined)	-15	7	0	0.0	2	-3	0	0	2
COc1cc(C2CC(=O)c3cnc(NC(C)=O)nc3C2)cc(OC)c1OC (centres undefined)	10	2	0	-0.1	3	0	-2	1	3
Cc1ccccc1CN1C(=O)CN(S(C)(=O)=O)CC1(C)C(=O)NC(C)C (centres undefined)	.	-8	3	.	1	-5	.	2	5
COc1ccc(C(c2nnnn2Cc2cccs2)N2CCN(c3ccc(F)cc3)CC2)cc1OC (centres undefined)	-3	-1	-7	-0.2	0	3	13	3	-4

15 compounds from above, sorted by formula weight, low to high.
SMILES	CHO-K1 Ca PAM	M5 antag	M4 PAM	M1 ag parental	CHRM5 agonist	M4 antag	CHO-K1 Ca antag	CHRM4 agonist	M5 PAM
COc1cc2c(cc1OC)C(C(N)=O)NCC2 (centres undefined)	-15	7	0	0.0	2	-3	0	0	2
CC(C)Nc1nc(NC(C)C)nc(C(N)=O)n1	3	0	1	0.5	0	8	-4	1	2
COC(=O)c1ccccc1NC(=S)NC(=O)c1ccccc1F	-10	3	-6	0.0	-2	9	6	0	-1
CCCC(C)NC(=O)COC(=O)c1cccc(NS(C)(=O)=O)c1 (centres undefined)	4	5	15	0.1	-3	-7	-11	1	6
O=C(CCc1ccccc1)Nc1nnc(-c2ccc3c(c2)OCCO3)o1	-3	3	-8	0.1	-2	-2	-14	1	2
CCN(CC)S(=O)(=O)c1ccc(N=Nc2c(N)[nH]c(=O)[nH]c2=O)cc1	22	0	3	0.7	0	2	-15	1	5
COc1cc(C2CC(=O)c3cnc(NC(C)=O)nc3C2)cc(OC)c1OC (centres undefined)	10	2	0	-0.1	3	0	-2	1	3
COCCCn1c(=O)c2ccccc2n(CC(=O)NC2CCCCC2)c1=O	15	-1	0	1.6	-3	4	-20	0	2
Cc1ccccc1CN1C(=O)CN(S(C)(=O)=O)CC1(C)C(=O)NC(C)C (centres undefined)	.	-8	3	.	1	-5	.	2	5
Cc1ccsc1C(=O)N1CCC1(C)C(=O)NS(=O)(=O)c1cccc(F)c1 (centres undefined)	20	3	-2	0.7	2	12	-13	0	3
CSCCC(NC(=O)c1ccc(Cl)cc1)C(=O)OCC(=O)N1CCCC1=O (centres undefined)	-14	-3	-6	-0.7	-1	4	-2	-1	2
COc1cc2[nH]c(=O)n(CCC(=O)NC3CCN(Cc4ccccc4)CC3)c(=O)c2cc1OC	-1	2	7	-0.3	-5	-7	5	0	-8
COc1ccc(Nc2nnc(SC(C(=O)Nc3cc(C)ccc3C)c3ccccc3)s2)cc1 (centres undefined)	-8	-10	3	1.3	-2	1	12	1	4
COc1ccc(C(c2nnnn2Cc2cccs2)N2CCN(c3ccc(F)cc3)CC2)cc1OC (centres undefined)	-3	-1	-7	-0.2	0	3	13	3	-4
C#CCOCCOCCOCCNc1nc(N2CCN(C(=O)Cn3cc(CCO)nn3)CC2)nc(N2CCN(C(=O)Cn3cc(CC(C)O)nn3)CC2)n1 (centres undefined)	-6	9	4	0.0	2	-2	-6	1	-1

Other entries follow:
SMILES	CHO-K1 Ca PAM	M5 antag	M4 PAM	M1 ag parental	CHRM5 agonist	M4 antag	CHO-K1 Ca antag	CHRM4 agonist	M5 PAM
COC(=O)Nc1cccn(Cc2c(Cl)cccc2Cl)c1=O	-5	7	-1	0.2	-1	-1	17	-1	-3
CCOC(=O)c1sc(NC(=O)c2ccc(S(=O)(=O)N3CCCCCC3)cc2)nc1-c1ccccc1	12	3	8	0.7	1	2	-4	1	-1
O=C(CN1C(=O)NC2(CCCC2)C1=O)NCCC1=CCCCC1	8	4	5	0.8	2	-4	-5	0	0
CC(=O)Nc1ccc(C(=O)NNC(=O)CCCCC(=O)NNC(=O)c2ccc(NC(C)=O)cc2)cc1	11	6	0	0.9	-1	-8	-11	0	4
Fc1cccc(Nc2ncnc3sc4c(c23)CCC4)c1	0	15	-14	0.2	0	20	7	0	-8
NC(=O)COc1ccccc1C1=NO[C@@](CC(=O)O)(C(=O)Nc2ccc3c(c2)OCCO3)C1	4	11	1	0.1	-3	-6	-1	2	-1
CCN(CC)S(=O)(=O)c1cccc(C(=O)N[C@H](C(=O)OCC(=O)NC(=O)NC)C(C)C)c1	15	-1	1	-0.1	-3	-4	-4	1	8
CCC1CCCCN1S(=O)(=O)c1c(C)n(C)c(=O)n(C)c1=O (centres undefined)	4	-2	-6	0.5	-2	-3	8	1	3
CCCCNC(=O)c1onc(CSc2cccc(Cl)c2)c1C(=O)O	10	2	8	-0.1	4	-2	-6	0	-2
CCCNC(=S)N(Cc1ccccc1)Cc1nc2ccccc2c(=O)[nH]1	12	3	-2	1.4	-1	13	-4	2	1
COc1ccccc1C(=O)Nc1cc(-c2ccc(C)cc2)no1	-18	-1	0	0.4	-3	-3	-15	1	2
O=C(Nc1ncccc1O)c1ccc(S(=O)(=O)N2CCCCCC2)cc1	-4	6	0	0.3	0	5	-8	0	-4
Cc1ccc(S(=O)(=O)Cn2nnnc2CN(Cc2ccco2)CC2CCCO2)cc1 (centres undefined)	-1	7	-7	-0.3	-3	5	11	0	-7
O=C(Cc1cnc2ncnn2c1)N1CCc2c([nH]c3ccccc23)C1c1ccccc1F (centres undefined)	20	0	4	11	0	1	-1	4	2
O=C(NCc1ccccc1)c1cc(C2CCCCN2C(=O)CCCc2ccccc2)on1 (centres undefined)	17	1	-8	2.0	-2	-1	-7	6	-1
CC(O)[C@H]1CNCCN1CCc1cccc(F)c1 (some centres undefined)	26	1	8	0.6	3	-9	-21	0	7
O=C(C1CCCC1)N1CCN(S(=O)(=O)c2ccc(F)cc2)CC1	-12	7	-2	0.2	-1	-14	-6	2	-3
CCC(CC)C(=O)c1c[nH]c(C(=O)NCC2CCCO2)c1 (centres undefined)	6	-1	-1	0.3	-3	5	-3	1	0
CCc1nc(N2CCN(C(C)=O)CC2)c(C#N)c2c1COC(C)(C)C2	-1	7	2	0.6	-2	11	-8	2	-12
Cc1ccc(/C=C(\NC(=O)c2ccc(C)cc2)c2nc(=S)[nH][nH]2)cc1	22	6	9	0.9	0	5	-10	1	-1
C=CCNC(=S)N/N=C(\C)c1ccccn1	-3	9	9	0.8	0	12	8	1	3
O=C(COC(=O)CSc1ccc(F)cc1)NCCCc1ccccc1	-3	-1	2	-0.1	-2	-14	-1	1	3
Cc1ccc(S(=O)(=O)Nc2nnc(C3CCCCC3)s2)cc1	0	4	0	-0.3	-2	5	-14	0	2
Nc1ncnc2c1ncn2[C@@H]1O[C@H](CNC(=O)[C@@H](N)C2CCCCC2)[C@@H](O)[C@H]1O	-1	-4	-2	1.2	-1	1	-7	0	5
CCCn1c(N)c(NCCN2CCOCC2)c(=O)[nH]c1=O	16	-3	1	0.5	-2	-1	-9	1	2
Cn1nnc(NC(=S)NC(=O)c2cc3ccccc3o2)n1	22	6	-2	0.6	-2	1	-10	0	7
Cc1ccc(F)c(S(=O)(=O)NC(=O)C2(C)CCN2C(=O)Cc2cccs2)c1 (centres undefined)	-3	8	3	0.2	5	-4	0	0	0
COCCn1nnnc1C(c1ccc(Cl)cc1)N1CCSCC1 (centres undefined)	16	-5	0	0.1	1	-2	-12	2	8
COC(=O)C(Cc1ccccc1)NC(=O)CSc1nc(N)cc(=O)[nH]1 (centres undefined)	20	-3	4	0.2	-3	4	-4	0	4
COc1cccc2cc(C(=O)CC3(O)C(=O)N(Cc4ccccc4)c4ccccc43)c(=O)oc12 (centres undefined)	8	1	3	0.0	1	-2	-1	0	1
O=C(NCc1ccco1)C1CCCN1C(=O)Nc1ccc(Cl)cc1 (centres undefined)	11	4	-4	0.0	-3	1	-16	0	9
COc1cc(C(=O)NNC(=O)CCOc2ccccc2)cc(OC)c1OC	13	-1	13	0.7	-1	-18	-19	2	2
Cc1cc(Br)ccc1NC(=O)C1C2CCC(O2)C1C(=O)O (centres undefined)	11	1	2	0.7	-4	5	-5	2	3
CCCC(=O)Nc1cc(OC)c(NC(=S)Nc2cccc(C)c2)cc1OC	1	0	9	0.2	1	-11	-17	2	-4
O=C(Nc1ccnn1C1CCN(C(=O)c2ccc(F)cc2)CC1)C1CCOC1 (centres undefined)	12	22	-3	5.1	-3	11	-5	0	-8
CC(C)[C@H](NC(=O)c1ccccc1)C(=O)OCC(=O)N1CC(=O)Nc2ccccc21	28	-3	7	1.4	-1	8	-15	1	1
Cc1ccc2cc(C#N)c(NCCCNC(=O)C3CCCO3)nc2c1 (centres undefined)	-3	-3	1	0.3	-1	8	6	2	-4

Source: PubChem BioAssay (The Scripps Research Institute Molecular Screening Center)

Rows are unselected. Share with any hit: about 2.7%.
